# HSF-1 act – HSF-1 activators, primary screen, NIH3T3-HGL cells, MG132 stress, luminescence, single point | NIH3T3-HGL HSF-1 luciferase reporter, 8 h; 100% = twice DMSO control signal | activation, % at 9 µM | 300,000 compounds, 1.7% hits;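 active = mean replicate activation of at least 50% with a set share of replicates each reaching 50%; inconclusive = only one of those two conditions met; inactive = mean below 50% and too few replicates reaching it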;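 also: 0% = median of the neutral control wells and 100% = twice that signal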
# HSP90 refold inh – HSP90 inhibitors, primary screen, cell lysate, luminescence. 290,000 compounds, 0.91% hits. AID 1789, 2009. inhibition, % at 5.6 µM. Rabbit reticulocyte lysate, luciferase refolding luminescence, 3 h;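 active = inhibition above the screen-wide mean plus 3 SD, computed separately per campaign, cut at about 16% in these data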;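 also: 0% = DMSO wells and 100% = 60 µM geldanamycin wells; inhibitors lower the luminescence because luciferase stays unfolded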
# DYRK1A inh – rat Dyrk1A kinase inhibitors, primary screen, biochemical, single point, plate reader | Dual specificity tyrosine-phosphorylation-regulated kinase 1A (Rattus norvegicus), Q63470 | ADP-Glo luminescence, NFATc1 peptide | inhibition, % at 12.5 µM | 310,000 compounds, 0.43% hits; in the data active = inhibition above about 50%;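 also: plate controls were vehicle with enzyme for no effect and no enzyme for full effect; many of its hits are not listed in these tables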
# HDAC3 inhib – HDAC3 deacetylase inhibitors, primary screen, biochemical, fluorescence, cell-free homogeneous; recombinant HDAC3, fluorogenic peptide/trypsin coupled; 320,000 compounds, 0.15% hits; Histone deacetylase 3 (Homo sapiens), O15379; AID 2718, 2010; inhibition, % at 8.3 µM; in the data active = inhibition above about 26%, passing the limit was not always enough; inconclusive = no clear call, values can overlap the other calls
# Platelet DG rel – inhibitors of platelet dense granule secretion, primary screen, cell-based, MLPCN, human platelets; human platelet-rich plasma, SFLLRN dense granule ATP release, luminescence; inhibition, %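 (compounds screened at 7.5 µM in platelet-rich plasma)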; 300,000 compounds, 0.22% hits; AID 1663, 2009;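 active = mean replicate score, as percent of positive control, at or above 50; inconclusive = mean below 50 but at least one replicate at or above 50; inactive = mean and every replicate below 50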
# PolyA inh – polyadenylation inhibitors in yeast reporter cells, primary screen, luminescence, S. cerevisiae; S. cerevisiae SKY197-pL101 polyadenylation reporter, beta-gal luminescence; efflux-impaired pdr1/pdr3 knockout yeast; score 100 = 6 SD above DMSO; calls only at 12 µM; 300,000 compounds, 0.02% hits; AID 1875, 2009;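 active = lowest replicate activity score at least 50, where 100 means six control SD above control mean; inconclusive = lowest score under 50 but half or more replicates reach 50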;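 also: yeast exposed to compound for 9 h at 30 °C; higher score means more reporter readthrough which indicates perturbed polyadenylation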
# HSF1 inh – HSF1 inhibitors in luciferase reporter cells, primary screen, cell-based, NIH3T3, luminescence; NIH3T3-HGL HSE-luciferase, MG132-induced, luminescence 8 h; hits give low values; activity change, negative = inhibition, % at 7.5 µM (by protocol); 300,000 compounds, 0.77% hits; AID 2098, 2009;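 active = more than half of replicate wells show activity change below -50%, luminescence cut by over half; inconclusive = some wells, but at most half, below -50%; inactive = no replicate well below -50%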;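 also: luciferase reports HSF-1 transcriptional activity via heat shock element; 0% = median of DMSO wells and -100% = zero luminescence signal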
# GSK3beta inhib – human GSK3beta kinase inhibitors, primary screen, biochemical, cell-free homogeneous, HTS; activity score (negative = inhibition), % at 10 µM; Glycogen synthase kinase-3 beta (Homo sapiens), P49841; GST-GSK3beta kinase, ADP-Glo luminescence, 60 min; hits give low values; 300,000 compounds, 0.038% hits;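 active = more than half of replicate wells score below -50%, meaning over 50% inhibition versus plate controls; inconclusive = some replicates but at most half score below -50%; inactive = no replicate scores below -50%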;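 also: 0% = median DMSO wells and -100% = median GW8510 positive control wells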
# Target sequence (P49841 whole entry, looked up): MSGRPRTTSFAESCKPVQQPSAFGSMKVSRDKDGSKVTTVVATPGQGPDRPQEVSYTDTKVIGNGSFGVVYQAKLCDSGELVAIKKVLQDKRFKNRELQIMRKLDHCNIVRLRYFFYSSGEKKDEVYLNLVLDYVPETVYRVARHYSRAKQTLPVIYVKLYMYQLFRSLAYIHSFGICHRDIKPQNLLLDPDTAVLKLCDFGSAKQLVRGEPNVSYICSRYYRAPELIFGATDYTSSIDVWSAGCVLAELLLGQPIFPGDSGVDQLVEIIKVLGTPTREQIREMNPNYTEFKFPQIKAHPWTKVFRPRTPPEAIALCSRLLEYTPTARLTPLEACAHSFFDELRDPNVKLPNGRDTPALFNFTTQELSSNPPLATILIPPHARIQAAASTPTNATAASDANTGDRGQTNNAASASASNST
#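 Assay system: GST-fused GSK3beta enzyme, cell-free / Medium: Tris pH 7.5 buffer with MgCl2, DTT, BSA, heparin / Also added: peptide substrate plus 25 µM ATP (final) / Compound: 10 µM single point / Timing: kinase reaction with compound 60 min at room temperature / Detection: ADP-Glo luminescence / Benchmarks: DMSO neutral wells and GW8510 at 20 µM as positive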
# AI-2 QS modul – Vibrio harveyi AI-2 quorum sensing modulators, primary screen, JMH597 strain, luminescence/OD600 ratio; Vibrio harveyi JMH597 AI-2 luminescence/OD600 ratio, 9 h; hits give low values; strain lacks LuxN and CqsS sensors; 0 = neutral-control median; activity change, % at 7.5 µM; 300,000 compounds, 0.4% hits; AID 2094, 2009; in the data active = activity change below about -75%, passing the limit was not always enough; inconclusive = no clear call, values can overlap the other calls;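 also: luminescence divided by OD600 gain over 9 h not by final OD600 alone; inactives centre near 13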
# GSK3 alpha inh – blockers of GSK3A enzyme activity – biochemical, luminescence, cell-free homogeneous, HTS, primary screen; GSK-3 alpha kinase, ADP-Glo luminescence, 60 min; inhibition, % at 10 µM; 320,000 compounds, 0.1% hits;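 in the data active = inhibition above about 50%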;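 also: GST-tagged GSK-3 alpha with peptide substrate and 25 µM ATP; 0% = DMSO neutral wells and 100% = GW8510 positive control wells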
# Target sequence (P49840 whole entry, looked up): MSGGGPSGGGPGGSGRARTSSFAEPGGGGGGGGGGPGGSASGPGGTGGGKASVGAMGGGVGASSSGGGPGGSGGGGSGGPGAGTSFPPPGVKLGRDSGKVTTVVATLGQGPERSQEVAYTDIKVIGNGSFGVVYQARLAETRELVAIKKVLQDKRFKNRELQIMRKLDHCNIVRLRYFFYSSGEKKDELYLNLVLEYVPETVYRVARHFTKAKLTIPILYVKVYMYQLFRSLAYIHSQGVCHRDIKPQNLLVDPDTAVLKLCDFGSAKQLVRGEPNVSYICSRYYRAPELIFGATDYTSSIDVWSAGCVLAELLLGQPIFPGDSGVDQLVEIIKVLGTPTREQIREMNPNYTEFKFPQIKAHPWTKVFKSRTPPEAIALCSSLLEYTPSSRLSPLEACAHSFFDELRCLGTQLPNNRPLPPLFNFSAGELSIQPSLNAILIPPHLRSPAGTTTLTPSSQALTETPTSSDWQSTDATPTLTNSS
# * hit, by the source's call; i = inactive; ? = inconclusive; . = no result given.
# Values run as follows: HSF-1 act	HSP90 refold inh	DYRK1A inh	HDAC3 inhib	Platelet DG rel	PolyA inh	HSF1 inh	GSK3beta inhib	AI-2 QS modul	GSK3 alpha inh
> Cc1cc[n+](C(C)C(=O)c2ccc(-c3ccccc3)cc2)cc1 (stereo not drawn)
  1	-2	2	-4	0	.	-4	1	26	2
> O=C(O)c1cc(NS(=O)(=O)c2ccc(N3CCOCC3)c([N+](=O)[O-])c2)cc(C(=O)O)c1
  -3	2	-3	-2	5	i	-5	7	28	-2
> O=C(c1cccs1)N1CCN(Cc2ccccc2[N+](=O)[O-])CC1
  -24	7	1	1	2	i	-4	3	26	-1
> CCOCCCNS(=O)(=O)c1ccc(NC(=O)N2c3ccccc3Sc3ccccc32)cc1
  5	4	1	14	1	i	-1	-1	22	1
> CCC(=O)C1CCCN(C(=O)c2ccc(OC3CCN(C(=O)CCOC)CC3)cc2)C1 (stereo not drawn)
  -8	0	5	0	-8	i	-9	0	14	-3
> CCCCOc1ccc(NC(=S)Nc2cc(C)nc(SCCCC)n2)cc1
  -5	-1	3	4	-8	i	1	1	10	2
> O=C1NCCCc2nonc21
  -6	-3	-3	0	2	i	-4	2	16	-1
> CCc1ccc(NC(=O)C(CC)Sc2nc3ccsc3c(=O)n2CCC(=O)O)cc1 (stereo not drawn)
  -13	0	2	5	13	i	-5	7	51	-5
> O=[N+]([O-])c1cccnc1SCc1c(F)cccc1Cl
  4	1	-2	-3	-3	i	-6	-1	2	0
> Cc1ccc(S(=O)(=O)Nc2nccs2)cc1[N+](=O)[O-]
  0	2	1	0	3	i	-6	1	11	-2
> Cc1ccc(C)c(NC(=O)c2cccc(Oc3ccc([N+](=O)[O-])cc3Cl)c2)c1
  -35	2	-9	5	-6	i	-17	-2	13	6
> Cc1cc(NC(=O)CSc2nnc3ccccn23)no1
  -14	-1	4	-4	-5	i	-7	2	-12	-2
> Cc1cc2oc(=O)cc(CN3CCN(S(=O)(=O)c4cccs4)CC3)c2cc1C(C)C
  9	0	-3	5	-3	i	-7	-4	10	-1
> Cc1ccc(N=C2NC(=O)CS2)c(C)c1
  -9	-2	7	?	-2	i	-2	-1	4	.
> COc1cccc(C2C(C(=O)Nc3ccc(C)cc3C)=C(C)Nc3ncnn32)c1OC (stereo not drawn)
  -4	1	-3	2	10	i	-2	2	37	1
> O=[N+]([O-])c1cc([N+](=O)[O-])c2cccnc2c1O
  35	8	.	5	-3	i	17	4	41	4
> C=CCn1c(NCc2c[nH]c3ccccc23)nc2ccccc21
  25	-2	1	-2	-4	i	17	0	11	-2
> O=S(=O)(c1cccc(Cl)c1Cl)N1CCN(C(=S)NCCCN2CCOCC2)CC1
  0	-3	.	-2	2	i	-4	-4	7	-2
> CCCc1cc(C(=O)N2CCN(c3ccccc3C)CC2)cs1
  -2	1	-7	10	0	i	10	10	30	-1
> Cc1cc(NCc2ccccc2)nc(-c2ccccc2O)n1
  20	-5	4	12	-3	i	16	-1	14	.
> O=C1CN(C(=O)CSc2nc(-c3ccc(Cl)cc3)cs2)c2ccccc2N1
  22	-2	-19	4	-2	i	8	-1	10	4
> Cc1ccc(NC(=O)Cn2nc(C)c([N+](=O)[O-])c2C)cc1Cl
  15	-6	3	.	2	i	0	1	-1	.
> CC(Sc1cccc[n+]1[O-])C(=O)Nc1ccc(Oc2ccccc2)cc1 (stereo not drawn)
  27	-3	2	1	-2	i	0	-2	-33	0
> C=C(c1cccc2ccccc12)P(=O)(O)O
  -20	3	4	-3	-4	i	1	1	11	-1
> O=C(CSc1nnc2c(n1)[nH]c1ccccc12)OCc1ccccc1
  -36	2	4	-4	-3	i	-17	-2	17	0
> O=C(NCCCN1CCOCC1)c1ccccc1NS(=O)(=O)c1cc([N+](=O)[O-])ccc1Cl
  -17	3	-2	-9	3	i	-6	-2	13	-1
> CCN(Cc1ccncc1)S(=O)(=O)c1ccc(C(C)=O)cc1
  -15	6	1	3	-2	i	-6	-3	40	2
> CN(C(=O)C1CCC(=O)N(CCc2ccc(Cl)cc2)C1)C1CCOCC1 (stereo not drawn)
  -9	-1	-1	-5	2	i	-3	4	14	-3
> CCCCNC(=S)NNC(=O)c1ccc(Br)o1
  17	-1	4	-2	6	i	7	1	6	2
> CC(C)N(CCc1ccncc1)C(=S)Nc1cccc(Cl)c1
  -9	-3	-5	-3	7	i	-6	-7	10	.

# 5 neighbouring records already listed, for reference:
# Values run as follows: HSF-1 act	HSP90 refold inh	DYRK1A inh	HDAC3 inhib	Platelet DG rel	PolyA inh	HSF1 inh	GSK3beta inhib	AI-2 QS modul	GSK3 alpha inh
> Cc1cc[n+](C(C)C(=O)c2ccc(-c3ccccc3)cc2)cc1 (stereo not drawn)
  1	-2	2	-4	0	.	-4	1	26	2
> O=C(O)c1cc(NS(=O)(=O)c2ccc(N3CCOCC3)c([N+](=O)[O-])c2)cc(C(=O)O)c1
  -3	2	-3	-2	5	i	-5	7	28	-2
> O=C(c1cccs1)N1CCN(Cc2ccccc2[N+](=O)[O-])CC1
  -24	7	1	1	2	i	-4	3	26	-1
> CCOCCCNS(=O)(=O)c1ccc(NC(=O)N2c3ccccc3Sc3ccccc32)cc1
  5	4	1	14	1	i	-1	-1	22	1
> CCC(=O)C1CCCN(C(=O)c2ccc(OC3CCN(C(=O)CCOC)CC3)cc2)C1 (stereo not drawn)
  -8	0	5	0	-8	i	-9	0	14	-3

# (listing goes on)
# Values run as follows: HSF-1 act	HSP90 refold inh	DYRK1A inh	HDAC3 inhib	Platelet DG rel	PolyA inh	HSF1 inh	GSK3beta inhib	AI-2 QS modul	GSK3 alpha inh
> O=C(NNC(=O)c1cccnc1)Nc1ccc(Cl)c(Cl)c1
  22	-7	-1	-4	3	i	-3	2	-61	0
> C=CCN1c2ccccc2[C@]23C[C@@H](C(=O)OC)N(C(=O)NC4CCCC4)C2=NC(C(=O)OC)=C(C(=O)OC)[C@H]13
  -13	.	-3	2	7	i	-1	0	17	.
> Cc1cc2c3c(c1C)C1(C(=O)N3C(C)(C)CC2C)C(C#N)=C(N)Oc2n[nH]c(C)c21 (stereo not drawn)
  7	2	5	4	-5	i	2	1	13	6
> COc1cc(/C=C2/C(=O)ON=C2C)cc(Cl)c1O
  -6	-1	-1	3	10	i	-4	3	46	-1
> COc1ccc(/C(C)=N/OCC(=O)N=Nc2c(O)[nH]c3ccc(Br)cc23)cc1
  -4	2	-3	2	1	i	1	1	23	-5
> Cc1ccccc1C(=O)Nc1cccc(N)c1
  28	-1	-4	5	4	i	3	-3	-4	2
> CC(C)c1ccc(/C=N/NC(=O)C(=O)NCCCN2CCOCC2)cc1
  7	-2	4	-4	-2	i	-3	-1	7	-1
> Cc1nnsc1S(=O)c1ccc(Br)cc1 (stereo not drawn)
  1	-1	3	-5	-8	i	0	-1	11	-1
> CCOC(=O)C(=Cc1ccccc1OC)C(=O)OCC
  20	0	4	-6	1	i	25	-1	11	-4
> CCOc1cc(/C=C/C(=O)NCCc2ccc(S(N)(=O)=O)cc2)ccc1OCC(C)C
  9	0	18	.	-10	i	-10	1	-4	-4
> CCOC(=O)c1cc(S(=O)(=O)NCc2ccc3c(c2)OCO3)cn1C
  -3	4	-6	1	-1	i	-1	-3	-3	0
> CCOC(=O)c1ccccc1NC(=S)N1CCC(C(N)=O)CC1
  .	-1	-11	-2	-2	i	.	-3	30	1
> O=C(CCCN1CCC(C(=O)c2ccc(F)cc2)CC1)c1ccc(F)cc1
  -4	2	-2	-3	8	i	-5	-5	22	1
> COc1cc(NC(=O)c2ccccc2)c(OC)cc1NC(=O)CN1CCCCC1
  12	4	16	2	-1	i	11	2	2	0
> O=C1CC(c2ccccc2)Sc2nc(-c3ccccc3)c(-c3ccccc3)n21 (stereo not drawn)
  0	-1	1	-11	5	i	-1	1	0	-1
> CCn1cc(C(=O)O)c(=O)c2cnc(N3CCN(C(=S)NC(=O)c4ccc(F)c(F)c4)CC3)nc21
  -14	16	-7	1	-8	i	-11	-1	12	2
> CSc1nnc(-c2sccc2OCc2ccc(C)cc2)n1C
  19	0	-4	1	-1	i	2	1	7	-1
> CCOc1ccc(-c2nnn(CC(=O)c3cc(OC)ccc3OC)n2)cc1
  9	0	2	-2	-1	i	15	2	16	0
> Cc1ccc(/C=N/NC(=O)CNC(=O)c2cccs2)cc1
  -2	-2	-2	-6	4	i	1	-1	-90*	-1
> Cn1nc(CC(=O)NC2CCCCCC2)c2ccccc2c1=O
  -26	-3	4	3	6	i	-14	-1	20	0
> CC(=O)Nc1ccc(S(=O)(=O)NCCN2CCOCC2)cc1
  -8	-3	0	-1	6	i	-2	1	3	0
> NC(=O)CC(NC(=O)Cc1ccc(Br)cc1)c1ccc(NCCN2CCCC2)c([N+](=O)[O-])c1 (stereo not drawn)
  -14	-7	2	12	0	i	-8	3	22	-2
> CCOC(=O)N1CCN(C(=O)c2ccc(S(=O)(=O)c3ccc(C)cc3)c(NC(C)=O)c2)CC1
  .	2	-5	1	0	i	.	-1	4	-1
> C[C@H](NC(=O)OC(C)(C)C)C(=O)N/N=C/c1ccc2nccnc2c1
  0	3	.	2	10	i	-6	3	16	-3
> CCOc1ccc(NC(=O)c2c(NC(=O)CN3CCCC3)sc3c2CCC3)cc1
  -21	-3	2	-3	-13	i	-3	0	18	-2

# Screening data: PubChem, several laboratories

# These rows are one share of the data. The share of hits here may be higher or lower than overall.
